# CF NFkB inh: cystic fibrosis NF-kB activation inhibition; KKLEB NF-kB-GFP reporter, PAF-induced, GFP fluorescence overnight; inhibition, % at 5 µM; actives 0.86% (n = 360,000);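 active = at least 50% inhibition at 5 µM, scaled per plate between neutral and stimulator controls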;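 also: PAF is a Pseudomonas aeruginosa culture filtrate used as stimulus; plate controls were PAF-stimulated DMSO wells for no effect and unstimulated DMSO wells for full effect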
# TWEAK-Fn14 inh: blocks TWEAK-Fn14 interaction in a reporter cell assay; TWEAK-stimulated Fn14 reporter cells, luciferase luminescence, 8 h; inhibition, % at 10 µM; actives 2% (n = 360,000); in the data active = inhibition above about 50%
# Shn3 inh set2: Schnurri-3 reporter inhibition in Clone20 osteoblasts; Clone20 osteoblast Shn3 3'UTR firefly luciferase, 24 h; inhibition, % at 12.5 µM; actives 0.52% (n = 360,000); AID 588674;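 active = mean inhibition of at least 75% with every replicate also reaching 75%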;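 also: 0% = median of neutral control wells and 100% = pilot-screen positive control compound; some compounds past the cut are filed as inactive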
# NR2E3 ag-1: human photoreceptor-specific nuclear receptor agonism; Q9Y5X4; CHO-S Gal4-NCOR/VP16-NR2E3 two-hybrid, luciferase; inhibition of corepressor binding, % at 3.98 µM; actives 0.35% (n = 360,000); AID 602229;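 active = inhibition above the mean of all tested compounds plus 3 SD, cut at about 70% in these data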;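 also: 0% = DMSO with NR2E3 transfected cells and 100% = cells lacking NR2E3 construct; higher means lower luciferase signal from less NR2E3 corepressor binding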
# Target sequence (Q9Y5X4 whole entry, looked up, the tested form may be a part): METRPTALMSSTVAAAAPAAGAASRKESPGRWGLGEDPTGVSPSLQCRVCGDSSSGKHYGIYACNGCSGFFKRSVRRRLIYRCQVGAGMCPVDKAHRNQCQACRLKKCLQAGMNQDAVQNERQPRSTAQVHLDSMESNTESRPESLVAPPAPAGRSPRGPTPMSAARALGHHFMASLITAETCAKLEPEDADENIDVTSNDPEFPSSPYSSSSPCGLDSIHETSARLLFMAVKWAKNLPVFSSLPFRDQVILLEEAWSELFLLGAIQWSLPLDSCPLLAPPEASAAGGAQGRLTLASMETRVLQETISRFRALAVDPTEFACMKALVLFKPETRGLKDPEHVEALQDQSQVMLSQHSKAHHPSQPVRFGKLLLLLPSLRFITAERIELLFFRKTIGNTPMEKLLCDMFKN
# TRAIL sens C8: caspase-8 TRAIL sensitization; NB7+C8 cells + TRAIL, ATPlite viability luminescence; inhibition (viability loss, TRAIL sensitization), % at 10 µM; actives 1% (n = 360,000); AID 624354;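 active = compounds causing at least 50% loss of cell viability in the single-dose screen, relative to plate controls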
# TROY signal inh: blocks TROY-dependent signaling in reporter cells. Q293 LMP1-TROYcd NF-kB luciferase reporter, 4 h. inhibition, % at 10 µM. actives 0.98% (n = 360,000). AID 1347056;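 active = compounds whose plate-normalised and pattern-corrected inhibition of the luciferase reporter signal at the single screening dose is 50% or more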
# HIF-2a inh: inhibitors of HIF-2a; 786-0 RCC cells HIF-2a reporter, luciferase luminescence, overnight; inhibition, % at 18.8 µM; actives 0.72% (n = 360,000); AID 624352;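 active = inhibition of the luminescence signal of 40% or more relative to plate controls, in a single-dose primary screen at 18.75 µM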
# NR2E3 ag-2: NR2E3 (human) agonism; inhibition of corepressor binding, % at 4.78 µM; AID 2300; actives 0.12% (n = 320,000); Q9Y5X4; GST-NR2E3/biotin-RetCOR TR-FRET, 1536-well;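 active = percent inhibition above the cutoff of mean plus 3 SD of all tested compounds, set per screening campaign, cut at about 20% in these data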;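 also: 0% = DMSO wells and 100% = biotin wells as full block of FRET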
#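 Material: NR2E3–RetCOR corepressor complex / Amount: 1.35 nM GST-NR2E3 / Medium: Tris pH 7.5 / Compound: single nominal compound dose of 4.8 µM / Incubation: 5 h at 4 °C / Technique: TR-FRET, Eu(K)-anti-GST donor, streptavidin-D2 acceptor, ex 340, em 617/671 nm / Read-out basis: percent loss of FRET ratio relative to control wells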
# MITF TRPM1 inh: reduces MITF-dependent TRPM1 promoter luciferase signal. inhibition, % at 12.5 µM. actives 0.83% (n = 330,000). SK-MEL-5 TRPM1 promoter luciferase, 24 h;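 active = mean inhibition across replicates of 60% or more, whatever share of single replicates reaches that level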; also: values of inactives mirror those of a sister screen read the other way
# Peg3 prom inh: Peg3 promoter activity inhibition; HeLa PEG-Prom luciferase reporter, luminescence, overnight; inhibition, % at 20 µM; actives 1.7% (n = 360,000); AID 588405;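 active = inhibition of at least 50% at 20 µM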
# KKLEB tox: CF airway cell cytotoxicity counter-screen | KKLEB CF airway cells viability, ATPlite luminescence, overnight; stronger effect = lower value; cells stimulated with P. aeruginosa culture filtrate | activity change (cytotoxicity), % at 5 µM | actives 0.36% (n = 360,000);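 active = corrected activity change at or below -50% at 5 µM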
# * marks the source's active call; other numbers are inactive results; . = no result given. An excerpt (hit frequency here may not be typical).
mol	CF NFkB inh	TWEAK-Fn14 inh	Shn3 inh set2	NR2E3 ag-1	TRAIL sens C8	TROY signal inh	HIF-2a inh	NR2E3 ag-2	MITF TRPM1 inh	Peg3 prom inh	KKLEB tox
O=C(CCCC(=O)N1CCN(c2ccccc2F)CC1)N1CCN(c2ccccc2F)CC1	-1	31	-14	6	-3	39	-35	3	9	-57	-1
COc1cc(CCc2ccc3c(c2)OCO3)oc(=O)c1	-30	-2	4	9	7	-37	-52	0	-23	-38	7
Cc1cc(C)n(C(=O)c2cc(F)c(F)cc2C)n1	-10	4	-1	-10	1	11	14	0	9	-2	1
Cc1cc(C)n2c(SC(C)C(=O)NC3(C#N)CCCCC3)nnc2n1 (stereo not drawn)	13	67*	-2	-12	0	3	5	4	-6	-5	-10
CCOC(=O)c1nn(-c2ccccc2)c(-c2ccccc2)c1C(=O)c1ccccc1	0	16	6	-2	1	-2	27	0	-5	25	4
Cc1ccc(NC(=O)/C=C2\NC(=O)CS2)cc1	-7	2	-81	-42	17	-59	-160	0	-68	-159	-1
COc1ccccc1N1CCN(S(=O)(=O)CCNC(=O)COc2ccccc2)CC1	18	-2	-18	5	-3	2	6	.	.	-2	-13
COc1ccc(C2NC(=O)NC3=C2CCc2ccccc23)cc1 (stereo not drawn)	-33	7	.	-73	8	-1	-185	2	10	-87	2
O=C(NCC1CCCO1)c1ccccc1-c1nc(-c2ccccc2F)no1 (stereo not drawn)	14	2	-10	-24	-17	4	-23	0	-6	-5	-8
O=C(Cc1noc2ccccc12)NNC(=S)Nc1ccccc1	1	-3	-5	4	-37	-3	9	6	-1	6	-3
COc1cc(/C=C2\SC(=O)N(CCNC(=O)c3cnc(C)cn3)C2=O)cc(OC)c1OC	-4	17	14	-2	-8	-8	13	0	-4	7	-1
COc1ccc(N(C(=O)Cc2cccs2)C(C(=O)NC2CCCC2)c2ccncc2)cc1 (stereo not drawn)	3	14	-21	-26	5	-49	-11	-1	-23	-4	-3
CCN(CC)S(=O)(=O)c1ccc2c(c1)nc(SCC(=O)NCC1CCCO1)n2CC (stereo not drawn)	16	19	-65	6	-5	-13	8	-1	-9	5	-1
CN(C)c1ccc(CNc2nc(-c3ccccc3)nn2S(C)(=O)=O)cc1	9	-12	7	-15	0	6	-21	2	-16	-33	-13
Cc1ccc2nc(SCC(=O)NC3CC3)[nH]c2c1	14	7	-11	-24	-26	-24	-59	0	-16	-35	1
COCCC(=O)N1CCC(Oc2ccc(C(=O)N3CCCCCC3)cc2)CC1	6	19	10	-4	-5	-5	-5	-3	-8	-1	6
CCOc1ccc(C2CC=C(C(C)=O)CN2S(=O)(=O)c2ccc(C)cc2)cc1 (stereo not drawn)	7	-10	14	-6	4	11	-22	.	.	-4	-13
Cc1ccsc1/C=N/NC(=O)c1ccc2ccccc2c1	-12	-2	-46	-121	38	-39	-239	7	-33	-187	-8
CC(=O)CSc1nc(CCc2ccccc2)c(C#N)c(=O)[nH]1	-4	21	11	5	-12	-2	8	.	3	6	14
CC(=O)Nc1ccc(S(=O)(=O)NCCc2cc3c(C)ccc(C)c3[nH]c2=O)cc1	12	-11	-21	-2	-6	-3	8	5	-12	20	-10
CCOC(=O)N1CCN(C2=CC(=O)OC23CCCCC3)CC1	2	16	-2	15	-5	6	-14	3	2	-3	-16
CCCCn1c(=O)n(CC(=O)Nc2ccc(OC)c(Cl)c2)c(=O)c2c1nc(CO)n2CCC	20	-12	36	4	17	-16	9	4	-1	5	-18
CCOc1ccc(C(=O)/C=C/Nc2ccc(S(=O)(=O)Nc3onc(C)c3C)cc2)cc1	-6	-39	-15	-80	12	-59	-98	-1	-12	-102	-3
O=C(NC1CCCC1)c1cc(-c2ccc(Cl)c(Cl)c2)on1	-10	-29	-46	-94	-2	-67	-248	3	-90	-325	11
O=C1[C@H]2[C@@H](c3ccccc3)N[C@]3(CCCN(Cc4ccc(C(F)(F)F)cc4)C3=O)[C@H]2C(=O)N1Cc1ccccc1	-2	33	10	-7	16	11	-10	.	.	37	-1
CC(N=C1NS(=O)(=O)c2ccccc21)C(=O)Nc1ccc(F)cc1Cl (stereo not drawn)	-3	-1	25	-15	-8	-6	6	3	6	3	-2
CCN=C(Nc1ccc(Cl)cc1)c1cccnc1	16	-3	2	-7	-2	-16	6	-2	-12	6	-15
N#CCSc1nnc(CNc2ccc(F)cc2)o1	-1	-10	-7	1	-13	-20	7	0	-7	3	-23
O=C1COc2ccc(C(=O)COC(=O)Cn3cnc4ccccc43)cc2N1	8	-10	-9	13	6	-24	-27	2	13	-20	-2
Cn1c(CSCc2ccccc2)nnc1SCC(=O)Nc1ccc(C(=O)O)cc1	-10	-10	-6	-7	0	4	7	8	2	20	17
O=C(NCc1ccccc1)Oc1cccc(Cl)c1	-14	-5	-4	-28	9	-41	18	-1	4	3	9
COc1ccc2nc(N3C(=O)C(O)=C(C(=O)c4ccco4)C3c3ccc(OC)c(OC)c3)sc2c1 (stereo not drawn)	-9	-33	0	9	-4	-41	-3	.	.	0	-6
Cc1coc(NC(=O)CSc2nc(-c3ccc(Cl)cc3)cc(C(F)(F)F)c2C#N)n1	-8	-42	8	-14	10	7	19	-2	22	60*	-13
COC(=O)c1cc(OC)c(OC)cc1NC(=O)c1cc(OC)cc(OC)c1	-7	-23	-7	-29	-2	4	18	-1	-10	0	4
O=C(NCCCN1CCOCC1)c1ccccc1	9	-5	3	0	-5	-3	14	-2	1	4	-2
C[C@H](NC(=O)[C@@H]1Cc2ccccc2CN1)C(=O)NC[C@H]1CC[C@H](C(=O)O)CC1	7	14	-10	-27	-21	2	21	3	8	11	-5
COc1ccc(-n2c(=S)[nH]c3cc(C(=O)NCc4cccnc4)ccc3c2=O)cc1	-2	2	2	6	8	11	1	1	-6	-1	6
CCC(=O)NC(=S)Nc1cccc(Cl)c1N1CCCC1	35	25	-13	-6	-2	16	17	-3	-1	30	-9
Oc1c(CN2CCCCC2)cc(COCc2ccccc2)c2cccnc12	13	-14	92*	-17	56*	10	-10	5	88*	76*	-6
O=C(COc1ccc(/C=N/NC(=O)c2ccc(O)cc2)cc1)Nc1ccc([N+](=O)[O-])cc1	-1	-20	-14	-5	-8	-26	5	2	-10	6	-3
Oc1ccccc1Nc1ccccn1	3	-12	-14	-21	-11	-12	9	2	-13	-48	-4
NS(=O)(=O)c1cccc(NC(=O)COC(=O)c2cc(-c3ccc(Cl)cc3)nc3ccccc23)c1	-52	38	-8	-29	6	25	-102	2	7	-38	-4
CCOC(=O)[C@]12CCC=C1N(Cc1ccccc1)C(=O)[C@H](CC(=O)N1CCSCC1)C2	.	10	.	1	-3	4	15	.	.	.	.
CC(=O)NC(=S)Nc1ccc(NC(=S)NC(=O)c2ccc([N+](=O)[O-])cc2)cc1	47	-7	20	6	3	2	2	1	18	22	-31
NC(=O)CC[C@H](NC(=O)c1ccc(F)cc1)C(=O)OCC(=O)NCc1ccc(F)cc1	-5	8	19	-7	6	-2	5	3	-1	-5	6
Cc1cccn2c(=O)c(C=O)c(N3CC(C)OC(C)C3)nc12 (stereo not drawn)	-4	-2	17	-14	-4	9	19	-6	-10	4	4
COc1cc(C2c3cc4c(cc3C3OC(=O)C2C3CO)OCO4)cc(OC)c1OC (stereo not drawn)	53*	-18	16	37	12	18	24	.	.	-1	-37
Cc1ccccc1OCC(=O)Nc1ccccc1N1CCCCC1	13	-8	37	6	15	-16	24	2	-10	35	-7
CCOC(=O)N1CCN(Cc2nc3cc([N+](=O)[O-])ccc3n2CC)CC1	-3	20	-21	-14	3	-14	13	1	4	14	4
N#Cc1c(Cl)nsc1NC(=O)c1ccccc1	52*	42	33	85*	44	22	-122	4	14	-20	-39
Cc1ccnc(SCc2cc(=O)c(OC(=O)c3ccco3)co2)n1	30	8	6	12	4	12	12	-4	11	27	-6
COc1ccc(CN2C(=O)CCC2(C)C(=O)NCc2cccnc2)c(OC)c1 (stereo not drawn)	6	-2	-1	5	-2	-19	17	-2	0	20	-1
CCOc1ncccc1C(=O)Nc1cc(S(=O)(=O)N2CCCCCC2)ccc1OC	8	-23	10	-18	1	-4	3	.	-8	16	1
CN(C)c1ccc(/C=N/N2C(=O)c3ccccc3C2=O)cc1	-7	-23	4	-13	10	-24	-289	0	1	-20	-8
Cc1ccccc1Cn1ccc(NC(=O)c2nn(C)cc2[N+](=O)[O-])n1	60*	87*	4	2	12	78*	2	-5	11	-62	-9
COc1ccc(F)cc1C(=O)C1CCCN(Cc2ccc(Sc3nncn3C)o2)C1 (stereo not drawn)	-18	11	6	2	-2	9	19	0	15	7	21
O=C(Nc1ccccc1)Nc1nc2ccccc2s1	-1	20	-48	-121	44	-30	-263	-3	-32	-249	6
Cc1nc(NCc2ccccn2)c2ccccc2n1	7	11	61	37	-7	3	-6	2	6	0	-4
CC1(C)NC(=O)N(CC(O)COc2cccc(F)c2)C1=O (stereo not drawn)	14	-16	-2	1	-11	-14	13	1	-9	-18	-1
COc1ccc(NC(=O)C2Cc3c(-c4ccc(Cl)cc4)ccnc3O2)cc1 (stereo not drawn)	-1	7	-15	-7	24	15	-1	.	.	23	0

# Single values from above:
# Cc1nc(NCc2ccccn2)c2ccccc2n1 | TWEAK-Fn14 inh = 11
# O=C(Nc1ccccc1)Nc1nc2ccccc2s1 | Shn3 inh set2 = -48

# Next section.
mol	CF NFkB inh	TWEAK-Fn14 inh	Shn3 inh set2	NR2E3 ag-1	TRAIL sens C8	TROY signal inh	HIF-2a inh	NR2E3 ag-2	MITF TRPM1 inh	Peg3 prom inh	KKLEB tox
COc1ccc(COC(=O)CNC(=O)C2CCCCC2)cc1F	-47	38	4	-12	-18	-22	-11	.	-15	7	13
COc1cc(N)c(Cc2nccc3cc(OC)c(OC)cc23)cc1OC	-7	13	-2	-32	14	8	11	2	1	8	2
COc1ccc(N(CCCN2C(=O)c3cccc4cccc(c34)C2=O)C(=O)c2ccncc2)cc1	50*	-7	25	-27	2	2	-76	3	-1	-75	-24
CCN(C(=O)CSc1nncn1-c1ccccc1)C1CCS(=O)(=O)C1 (stereo not drawn)	2	2	-23	-3	-6	10	5	2	2	12	-10
CC(=O)c1cccc(NC(=O)C(C)OC(=O)CNC(=O)c2ccc(C)s2)c1 (stereo not drawn)	-12	-1	-5	-29	-5	-20	5	-2	4	-3	3
Cc1ccnc(NC(=O)CCCNC(=O)c2ccc(Cl)cc2)c1	22	-23	-69	-82	16	-35	-172	2	-86	-244	7
Cc1ccccc1CN(c1ccc(C(=O)NCC2CCCO2)cc1)S(C)(=O)=O (stereo not drawn)	-16	19	19	-14	2	-9	13	-2	11	14	6

# Screening results: PubChem, several laboratories
